From PubChem
NPC1 prom act: qHTS Assay for NPC1 Promoter Activators; actives 2.4% (n = 320,000); Potency, µM (top dose mostly 9.22 µM), without a hit: top-dose activation, actives largely listed as activators; AID 485313, 2010; Huh7 NPC1 promoter luciferase reporter, 24 h;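 also: potency is read from the fitted curve at half-maximal effect; % of control where 0% means no effect; nearly all actives have a fitted effect of over 60% in size; reporter is driven by a mutant NPC1 promoter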
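Huh7 cells stably carrying NPC1 promoter–luciferase, plated in Opti-MEM with 10% FBS for 2 h, were exposed to compound in DMSO for 24 h at 37 °C; luciferase reagent was added for 10 min and luminescence read.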
RORg inh: qHTS for inhibitors of ROR gamma transcriptional activity; Nuclear receptor ROR-gamma (Mus musculus), P51450; Drosophila S2 Gal4-RORgamma UAS-luciferase reporter, 20 h; Potency, µM (highest dose often 53.6 µM), for the others: top-dose activity change, negative = inhibition, usual class: inhibitors; actives 5.4% (n = 310,000); AID 2551, 2010; also: potency is read from the fitted curve at half-maximal effect; % is scaled to controls: 0 for no effect and ±100 for the full control effect; nearly all actives have a fitted effect of over 60% in size
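Stable Schneider cell line, Gal4 DNA-binding domain fused to ROR gamma, UAS-luciferase. Cmpd 1 hr RT → CuSO4 700 uM final → 20 hr RT → luciferase reagent 10 min → luminescence.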
ELG1 repair inh: qHTS screen for small molecules that inhibit ELG1-dependent DNA repair in human embryonic kidney (HEK293T) cells expressing luciferase-tagged ELG1 | HEK293T ELG1-luciferase reporter, luminescence, 16 h; DNA damage induced by 5-fluorouridine | Potency, µM (titrated, usually from 46.1 µM), for inactives: top-dose activity change, negative = inhibition, usual class: inhibitors | actives 2.3% (n = 330,000) | AID 504467, 2011; also: potency is read from the fitted curve at half-maximal effect; % is scaled to controls: 0 for no effect and ±100 for the full control effect; nearly all actives have a fitted effect of over 55% in size
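In this reporter screen, reduction of luminescence relative to DMSO vehicle indicated activity. Compounds and 5-fluorouridine were added together to 2,000 cells per well, incubated for 16 hr at 37 °C, then developed with ONE-Glo.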
p53 reactivation: qHTS assay for re-activators of p53 using a Luc reporter | H1299 p53-A138V BP100-luciferase reporter, luminescence, 24 h | Potency, µM (titrated, usually from 92.2 µM), without a hit: at the highest dose activity change, positive = activation, most hits filed as activators | actives 0.063% (n = 320,000); also: potency is read from the fitted curve at half-maximal effect; % of control where 0% means no effect; nearly all actives have a fitted effect of over 45% in size
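p53-null H1299 cells stably carrying temperature-sensitive p53-A138V and a BP100-luciferase reporter were pinned with compounds (4-point, 1:5 series) and held 24 hrs at 37 deg C. Luminescence was read 10 min after detection reagent.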
ELG1 genotox: qHTS screen for small molecules that induce genotoxicity in human embryonic kidney (HEK293T) cells expressing luciferase-tagged ELG1; HEK293T ELG1-luciferase reporter, luminescence, 16 h; Potency, µM (highest dose often 46 µM), without a hit: top-dose activity change, positive = activation, most hits filed as activators; actives 1.3% (n = 330,000); also: potency is read from the fitted curve at half-maximal effect; % of control where 0% means no effect; nearly all actives have a fitted effect of over 60% in size
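Quantitative HTS format in 1536-well plates. HEK293T ELG1-luciferase reporter cells receive test compound and are incubated 16 hr at 37 °C, 5% CO2; ONE-Glo added, 30 min room temperature, then luminescence read.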
VP16 counter: VP16 counterscreen qHTS for inhibitors of ROR gamma transcriptional activity; Drosophila S2 Gal4-VP16 UAS-luciferase, luminescence, 20 h; Potency, µM (highest dose often 53.6 µM), for inactives: at the highest dose activity, negative = inhibition, actives largely listed as inhibitors; actives 3.5% (n = 310,000); AID 2546, 2010;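 also: Gal4-VP16 expression switched on by copper sulfate through the metallothionein promoter; potency is read from the fitted curve at half-maximal effect; % is scaled to controls: 0 for no effect and ±100 for the full control effect; nearly all actives have a fitted effect of over 50% in size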
Tb PFK block: qHTS Assay to Find Inhibitors of T. brucei phosphofructokinase; ATP-dependent 6-phosphofructokinase (Trypanosoma brucei brucei), O15648; T. brucei PFK, ADP-Glo luminescence; Potency, µM (doses to about 57.5 µM), without a hit: at the top dose activity, negative = inhibition, hits mostly inhibitors; actives 0.17% (n = 330,000); AID 485367, 2010;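 also: potency is read from the fitted curve at half-maximal effect; 0% = uninhibited 1x PFK enzyme wells and -100% = no-enzyme wells; nearly all actives have a fitted effect of over 60% in size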
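Activity is normalized to no-enzyme wells (full inhibition) and 1.25 nM enzyme wells (no inhibition). Reaction: 0.5 mM F6P, 0.1 mM ATP, 45 min RT, ADP-Glo luminescence; concentration-response curves fitted and classed by quality.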
TRPV1 agonist: HTS Assay for Compounds that Act as Agonists of the Vanilloid Receptor 1; actives 0.19% (n = 320,000); activation, % at 8.33 µM; Transient receptor potential cation channel subfamily V member 1 (Homo sapiens), Q8NER1; TRPV1-expressing cells, Fluo-8 calcium influx, agonist mode; in the data active = activation above about 80%; inconclusive = between about 30% and that limit; also: 0% is about no effect
Target sequence (Q8NER1 whole entry, looked up): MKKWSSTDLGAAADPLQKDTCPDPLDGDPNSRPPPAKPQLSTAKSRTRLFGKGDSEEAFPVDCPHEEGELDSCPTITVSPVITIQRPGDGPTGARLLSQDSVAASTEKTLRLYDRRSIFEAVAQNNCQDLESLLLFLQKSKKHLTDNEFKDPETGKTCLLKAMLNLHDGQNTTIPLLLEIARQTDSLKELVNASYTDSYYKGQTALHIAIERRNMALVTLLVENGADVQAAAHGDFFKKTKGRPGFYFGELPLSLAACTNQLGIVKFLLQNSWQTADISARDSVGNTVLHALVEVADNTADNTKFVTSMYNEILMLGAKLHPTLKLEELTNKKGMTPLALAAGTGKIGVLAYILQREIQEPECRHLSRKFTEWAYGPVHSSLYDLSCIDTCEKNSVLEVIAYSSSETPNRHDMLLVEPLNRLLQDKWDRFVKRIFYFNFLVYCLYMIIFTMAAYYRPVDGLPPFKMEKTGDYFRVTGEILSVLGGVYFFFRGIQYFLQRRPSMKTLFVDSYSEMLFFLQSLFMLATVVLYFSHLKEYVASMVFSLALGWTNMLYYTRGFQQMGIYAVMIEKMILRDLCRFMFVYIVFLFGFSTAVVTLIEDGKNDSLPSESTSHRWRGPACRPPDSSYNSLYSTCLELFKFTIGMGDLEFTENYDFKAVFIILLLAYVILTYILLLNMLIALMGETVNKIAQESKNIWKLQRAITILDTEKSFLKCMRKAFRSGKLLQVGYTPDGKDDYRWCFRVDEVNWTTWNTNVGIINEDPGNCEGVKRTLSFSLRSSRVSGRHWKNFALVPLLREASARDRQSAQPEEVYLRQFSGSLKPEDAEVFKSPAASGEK
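Fluo-8 calcium influx in TRPV1-expressing cells, kinetic read (ex 480/em 520 nm). Compound added and read 3 min for agonist activity, followed by capsaicin at EC20 final and 2 min further read for enhancement.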
FLuc counter: qHTS profiling assay for firefly luciferase inhibitor/activator using purifed enzyme and Km concentrations of substrates (counterscreen for miR-21 project). Luciferin 4-monooxygenase (Photinus pyralis), P08659. Potency, µM (titrated, usually from 57.5 µM), without a hit: at the highest dose activity change, negative = inhibition, usual class: inhibitors. purified FLuc, Km substrates, luminescence inhibition. actives 6.9% (n = 360,000);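 also: potency is read from the fitted curve at half-maximal effect; plate controls were vehicle for no effect and reference inhibitor for full effect; nearly all actives have a fitted effect of over 55% in size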
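Purified P. pyralis luciferase (10nM final) with 10uM D-luciferin and 10uM ATP (Km levels) in 50mM Tris acetate pH 7.5, 10mM Mg acetate, 0.01% Tween-20, 0.05% BSA; qHTS 6-point titration, ~60 µM downward; luminescence read.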
BRCA1 expr up: qHTS Assay to Identify Small Molecule Activators of BRCA1 Expression. MCF7-BRCA1-FFLuc reporter, luminescence, 48 h; response scale: scaled: vehicle 0%, 10 µM genistein 100%. Potency, µM (highest dose often 46.1 µM), for inactives: at the top dose activation, actives largely listed as activators. actives 1.1% (n = 380,000). AID 624202, 2012; also: potency is read from the fitted curve at half-maximal effect; nearly all actives have a fitted effect of over 80% in size; some results filed as inactive show a strong effect at the top dose
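Activators of BRCA1 expression were detected as increased firefly luciferase luminescence in engineered MCF7 cells after 48 h compound incubation. Signals were scaled to genistein 10 microM as full activation.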
Rab9 prom act: qHTS Assay for Rab9 Promoter Activators; Huh7 Rab9 promoter-luciferase reporter, luminescence, 24 h; Potency, µM (series often up to 9.22 µM), without a hit: top-dose activation, negative = inhibition, usual class: activators; actives 2.8% (n = 320,000); AID 485297, 2010; also: potency is read from the fitted curve at half-maximal effect; % of control where 0% means no effect; nearly all actives have a fitted effect of over 60% in size
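Steps: seed 1500 Huh7 Rab9-luc cells per well, rest 2 h at 37 °C; add compound in DMSO; incubate 24 h; add luciferase reagent, 10 min ambient; read luminescence.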
Numbers without * were called inactive; ? = inconclusive; nt = not tested or not shown; & = joins results of further samples; [ ] = remark or other dose. Unless noted, calls follow the shape of the dose curve; as a rule, active = well fitted curve in the direction sought with a large enough effect; inconclusive = small, poorly fitted or top-dose-only effect, or another doubt; inactive = no such curve, though single readings can be large; an effect the other way counts as inactive or inconclusive. Hits appear at their usual frequency, and some 15% of all compounds hit somewhere here.

SMILES	NPC1 prom act	RORg inh	ELG1 repair inh	p53 reactivation	ELG1 genotox	VP16 counter	Tb PFK block	TRPV1 agonist	FLuc counter	BRCA1 expr up	Rab9 prom act
CN(C(=O)CN1CCC(NC(=O)c2ccccc2Br)CC1)C1CCCCC1	-1%	-28%	-3%	8%	2%	16%	0%	0	0%	-1%	1%
C#CCOCCOCCOCCNc1nc(N2CCN(C(=O)[C@H]([C@@H](C)CC)n3cc([C@@H](N)Cc4ccc(O)cc4)nn3)CC2)nc(N2CCN(C(=O)[C@H]([C@@H](C)CC)n3cc([C@@H](N)CC(C)C)nn3)CC2)n1	1%	2%	0%	0%	1%	-15%	-3%	4	0%	-15%	2%
NC(=O)c1ncn([C@@H]2O[C@H](CO)[C@@H](O)[C@H]2O)c1O	1%[46.1 µM]	-1%&-6%	6%	-3%	3%	-2%&-12%	1%	1	-2%	9%	-5%[46.1 µM]
Cc1cccc[n+]1CC(=O)Nc1ccc([N+](=O)[O-])cc1	0%	-37%	4%	-22%	0%	-3%	2%	2	1%	-25%	-2%
O=C(CCn1c(=O)c2ccccc2n(CC(=O)NC2CCCC2)c1=O)NCc1ccco1	-3%	10%	-6%	-2%	-1%	10%	0%	4	0%	6%	-1%
CC1C=CCC2C(=O)N(c3ccccc3OC(=O)c3cccs3)C(=O)C12 (configuration not stated)	-3%	10%	-4%	0%	0%	15%	-4%	1	0%	-11%	-7%
C/C(CC(=O)NCCCN1CCOCC1)=N\NC(=O)COc1ccc(Cl)cc1	1%	-17%	3%	2%	-4%	-8%	0%	nt	2%	2%	0%
Cc1[nH]nc(SCC(=O)N2CCC(C)CC2)c1[N+](=O)[O-]	10%	6%	26%	5%	?	-1%	-12%	10	?	?	25%
CN1CCN(S(=O)(=O)c2cc([N+](=O)[O-])ccc2Cl)CC1	-2%	-10%	-4%	5%	7%	0%	0%	2	-1%	-19%	-4%
CS(=O)(=O)c1ccc2nc(NC(=O)CCNC(=O)c3ccc([N+](=O)[O-])cc3)sc2c1	9%	nt	14%	?	14%	nt	-10%	2	-7%	29%	15%
CN1CCC(=NNC(=O)c2ccc(N(Cc3ccccc3Cl)S(C)(=O)=O)cc2)CC1	-2%	?	2%	-2%	-2%	-20%	0%	0	-1%	-3%	-3%
CC1CN(C(=O)c2cc(S(=O)(=O)N3CCCC3)c(Cl)cc2Cl)CC(C)O1 (configuration not stated)	0%	19%	-1%	-6%	-2%	30%	0%	21	3%	1%	-2%
COc1cc(NC(=O)c2cc([N+](=O)[O-])ccc2N2CCOCC2)ccc1NC(=O)c1ccco1	-2%	-32%	?	5%	-1%	1%	-6%	0	-3%	-33%	-1%
NS(=O)(=O)c1ccc(NC(=O)c2ccc(CSc3ccccc3)o2)cc1	-6%	-10%	-2%	-2%	-1%	0%	-10%	2	4%	2%	5%
O=C(Nc1ccccc1N1CCOCC1)c1cccnc1	2%	-3%	1%	-4%	-1%	11%	3%	2	1%	-1%	1%
O=C(NCC(=O)N1CCOCC1)c1ccc(Cl)cc1	4%	5%	?	2%	14%	0%	1%	3	1%	71%	?
CS(=O)(=O)ON=C1CCN(S(=O)(=O)c2ccccc2)CC1	-3%	-5%	1%	2%	0%	-4%	0%	2	0%	5%	-2%
COc1cc(NC(=O)C2CC(=O)NC3=C2C(=O)CC(C)(C)C3)c(OC)cc1Cl (configuration not stated)	0%	-21%	7%	-1%	2%	2%	18%	-2	-1%	-7%	7%
O=C(COc1cccc2cccnc12)N/N=C/c1ccccc1O	-2%	?	8.2µM*	5%	1%	-5%	-19%	2	-10%	-18%	-7%
CC(C)c1onc(C(=O)N2CCC(C(N)=O)CC2)c1[N+](=O)[O-]	-1%	-8%	0%	7%	1%	6%	1%	3	-1%	7%	1%
COc1ccccc1C(O)(c1ccccc1)C(CN1CCOCC1)c1ccccc1 (configuration not stated)	-2%	-23%	?	2%	-16%	-12%	1%	?	-4%	-10%	1%
Cn1c(=O)[nH]c(=O)c2c1nc(Br)n2CCSc1nnnn1-c1ccccc1	-4%	1%	0%	12%	2%	-7%	0%	3	-3%	-19%	-5%
Cc1cccc(NCC(=O)c2c(N)n(C)c(=O)n(C)c2=O)c1C	-5%	-1%	-2%	-1%	10%	-4%	-5%	1	-15%	-8%	1%
COc1ccc(NC(=O)C2C(=O)N(CCO)C3(C)CC2c2ccccc2O3)cc1 (configuration not stated)	27%	31%	?	?	11%	3%	-2%	-5	-1%	70%	?
CC(C)CNC(=S)NNC(=O)CC(C)O (configuration not stated)	0%	0%	0%	0%	0%	0%	1%	-3	1%	-3%	-3%
CCOC(=O)N1CCN(C(=O)CSc2nc3c(cnn3-c3ccccc3)c(=O)[nH]2)CC1	-1%	-30%	?	3%	-2%	-1%	0%	4	1%	23%	10%
CC1(NC(=O)c2cc(-c3cccs3)nn2-c2ccccc2)CCS(=O)(=O)C1 (configuration not stated)	-4%	nt	-10%	6%	-2%	nt	-2%	5	3%	-4%	-8%
Cc1ccc(CCNC(=O)C2CCN(S(=O)(=O)N3CCC4(CC3)OCCO4)CC2)cc1	-3%	4%	8%	-5%	-1%	-7%	-1%	-2	4%	-25%	2%
CCCCc1nnc(NC(=O)Cn2cnc3ccccc3c2=O)s1	-3%	0%	0%	0%	0%	-15%	0%	-3	-5%	0%	-4%
CCC1(CC)C(=O)NC(=O)NC1=NCCc1ccc(O)cc1	-1%	8%	21%	-7%	1%	?	0%	-2	5%	-4%	0%
O=C(Nc1ccccc1)c1nc[nH]c1C(=O)NCCCCCCNC(=O)c1[nH]cnc1C(=O)Nc1ccccc1	nt	nt	?	4%	-10%	nt	2%	nt	nt	-34%	nt
O=C1C=C(c2ccoc2)N2CCC[C@H]2C1	nt	nt	?	19%	7%	nt	6%	nt	nt	0%	nt
Cc1ccnn1C(C)C(=O)O (configuration not stated)	-1%	-5%	-11%	-5%	-2%	0%	3%	1	-1%	-6%	-5%
Cc1ccc(NCCC(=O)c2ccc(Br)cc2)cc1	-2%	1%	17%	-5%	4%	-2%	1%	9	2%	-1%	8%
CN(C)c1ccc(NC(=O)CSc2nnc(C3CCCCC3)n2N)cc1	1%	-7%	13%	?	5%	?	2%	-2	?	-2%	-1%
O=[N+]([O-])c1ccc(C2CC(c3ccccc3)=Nc3ccccc3S2)cc1 (configuration not stated)	13%	-82%	18%	-15%	-3%	?	?	?	?	-39%	15%
COc1ccc(CCNc2c(C=O)c(=O)[nH]c3ccccc23)cc1OC	-4%	35%	13%	-1%	0%	-8%	1%	2	1%	-23%	-2%
O=C(Nc1ccccc1)c1sc(Cl)nc1-c1ccccc1	-2%	19%	6%	-4%	-1%	25%	3%	16	0%	-4%	0%
COc1ccccc1OCc1ccc(C(=O)N2N=C(C(F)F)CC2(O)C(F)F)o1 (configuration not stated)	-1%	-20%	10%	9%	3%	-6%	-3%	4	?	-1%	-5%
COc1cc2[nH]c(=S)n(Cc3ccc(F)cc3)c(=O)c2cc1OC	2%	1.8µM*	?	16%	?	?	3%	2	0%	-2%	-2%
COc1ccc(N2CCN(C(=O)CCNS(=O)(=O)c3ccccc3)CC2)cc1	0%	9%	-6%	0%	-5%	-19%	-1%	0	3%	-5%	-3%
CC(=O)c1ccc(NC(=O)C2CC(=O)N(C(C)C)C2)cc1 (configuration not stated)	0%	-9%	0%	-3%	4%	-11%	-1%	0	0%	4%	-5%
COc1ccc(Cc2nnc3sc(SCC(=O)Nc4ccccc4)nn3c2=O)cc1OC	-5%	nt	-5%	-5%	-1%	nt	2%	-2	10%	-9%	1%
